Source: PubChem BioAssay (several laboratories)
Bfl-1 displacement: displacement of Bid BH3 peptide from Bfl-1 – biochemical, fluorescence polarization, FITC-Bid, mouse, primary screen (AID 432); FITC-Bid BH3 peptide fluorescence polarization displacement; higher % means a stronger effect; displacement, % at 20 µM, or IC50 in µM where a hit was titrated; hit rate 0.02% among 64,000; in the data active means a potency from the dose series; inactive means the rest, 99 in 100 with displacement below about 15%; further: strong numbers were not always called active
HPDE-C7K KRASV12: cytotoxicity in KRAS-transformed pancreatic duct cells, primary screen, cell-based, fluorescence, HTS (AID 431); HPDE-C7K KRASV12 cells, Alamar Blue viability, 48 h; higher % means a stronger effect; one-dose cytotoxicity, % at 10 µM; EC50 in µM for titrated hits; hit rate 1.7% among 63,000;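 active means compounds whose percent cytotoxicity in the single-dose primary screen, scaled between solvent and toxic-drug controls, exceeds 50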;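 further: 0% = DMSO solvent wells and 100% = doxorubicin-treated wells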
Spn PMK inh: blocks S. pneumoniae phosphomevalonate kinase | purified PMK, PK/LDH-coupled NADH absorbance 340 nm | inhibition, % at 10 µM | hit rate 0.49% among 65,000 | AID 539;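 active means top-ranked compounds by inhibition in the single 10 µM screen, taking a fixed number of the strongest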;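 further: 0% = full reaction with DMSO carrier and 100% = background rate without enzyme reaction; no value below 0 was filed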
Alkaline phosphatase: human TNAP enzyme inhibitors, biochemical, luminescent (AID 518); hit rate 0.09% among 64,000; purified TNAP enzyme, luminescent substrate readout; higher % means a stronger effect; inhibition, % at 20 µM; hits with a dose series show IC50 in µM; in the data active means a potency from the dose series; inactive means the rest, 99 in 100 with inhibition below about 22%;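 further: plate controls were vehicle for no effect and reference inhibitor for full effect; many of its hits are not listed in these tables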
HPDE-C7 cytotoxicity: cytotoxicity in HPDE-C7 cells, cell-based, fluorescence, HTS (AID 430) | HPDE-C7 pancreatic duct cells viability, fluorescence; higher % means a stronger effect | one-dose cytotoxicity, % at 10 µM; EC50 in µM for titrated hits | hit rate 1.8% among 63,000;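 further: cells exposed to compound for 48 hours before viability readout; 0% = vehicle and 100% = reference cytotoxic drug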
HT1080 cytotoxicity: cytotoxicity in HT1080 fibrosarcoma cells, cell-based, fluorescence readout (AID 620); HT1080 viability, fluorescence; higher % means a stronger effect; cytotoxicity, % at 10 µM; hits with a dose series show EC50 in µM; hit rate 0.42% among 87,000;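 further: cells exposed to compound overnight then 4 h with Alamar Blue; 0% = vehicle DMSO and 100% = killing control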
LYP inhibition: inhibition of human PTPN22 tyrosine phosphatase – biochemical, DiFMUP fluorescence, recombinant catalytic domain, 10 µM, primary screen (AID 606); 52,000 tested, under 10 active; recombinant LYP catalytic domain, DiFMUP fluorescence; higher % means a stronger effect; inhibition, % at 10 µM, or IC50 in µM where a hit was titrated;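 active means IC50 under 40 µM in the dose-response test; inactive means IC50 of 40 µM or more, or never dose-tested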
Spn DPM-DC inh: S. pneumoniae DPM-DC inhibition | purified DPM-DC, PK/LDH coupled NADH fluorescence | calls only at 10 µM | hit rate 0.49% among 65,000;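 active means the 320 compounds with the highest percent inhibition in the single-dose primary screen, excluding strongly autofluorescent ones, cut at about 32% in these data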;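 further: kinetic rate of NADH fluorescence loss reporting ADP formed by the decarboxylase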
Spn MK inh: inhibitors of Streptococcus pneumoniae mevalonate kinase | purified MK, PK/LDH-coupled NADH absorbance 340 nm | inhibition, % at 10 µM | hit rate 0.48% among 65,000;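 active means ranked among the strongest by inhibition in the single 10 µM screen, a fixed top-ranked set picked for dose follow-up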; further: no value below 0 was filed
Spn PMK inh pilot replicates: recorded beside Spn PMK inh, whose call it bears; inhibition, %; measured here: pilot screen replicates
Spn MK inh pilot replicates: second read-out of Spn MK inh, no call of its own (marks repeat the call); inhibition, %; measured here: pilot screen replicates
Spn DPM-DC inh pilot screen %: also measured in Spn DPM-DC inh; calls as there; inhibition, %; measured here: pilot screen trials
Active calls of the source: *; i = inactive; . = no result given. Unless noted, no stated cut-off is given here; in the data, active means cytotoxicity above about 50%; inactive means the rest.

SMILES	Bfl-1 displacement	HPDE-C7K KRASV12	Spn PMK inh	Alkaline phosphatase	HPDE-C7 cytotoxicity	HT1080 cytotoxicity	LYP inhibition	Spn DPM-DC inh	Spn MK inh	others
NC(=O)c1ccsc1NC(=O)COC(=O)C1CCCN1C(=O)c1cccs1 (stereo unspecified)	2%	-19%	0	-3%	-11%	1%	-7%	i	0
CC(Oc1ccc(Cl)cc1Cl)C(=O)NC1CCSC1=O (stereo unspecified)	0%	9%	0	21%	-7%	-3%	3%	i	0
c1ccc(Cn2c(CNc3nc4ccccc4n3CCN3CCOCC3)nc3ccccc32)cc1	-7%	23%	0	-28%	16%	-2%	12%	i	11
CC1(C)C2CCC1(C)C(NC1=NCCC1)C2 (stereo unspecified)	-2%	1%	13	5%	-6%	-1%	11%	i	2
CCn1c(COc2cccc(OC)c2)nnc1SCC(=O)Nc1ccccc1C(=O)OC	3%	20%	11	0%	14%	-9%	10%	i	8
Cc1cccc(-n2ncc3c(NCc4ccccn4)ncnc32)c1	3%	20%	12	5%	7%	1%	12%	i	1	Spn PMK inh pilot replicates=0.0;Spn MK inh pilot replicates=1.0;Spn DPM-DC inh pilot screen %=0.0
CCCn1c(=N)c(C(=O)NCC2CCCO2)cc2c(=O)n3cccc(C)c3nc21 (stereo unspecified)	-1%	-2%	20	7%	11%	5%	4%	.	13
O=C(Nc1ccc(N2CCOCC2)cc1)C1CCCN(S(=O)(=O)c2cccc(C(F)(F)F)c2)C1 (stereo unspecified)	-2%	27%	18	15%	40%	-26%	11%	i	0
CC(=O)C1C(c2ccccc2OC(F)F)NC(=O)NC1(O)C(F)(F)F (stereo unspecified)	-6%	6%	16	8%	5%	12%	9%	i	0
CCN(C(=O)CN1CCN(c2ccc(O)cc2)CC1)c1c(N)n(Cc2ccccc2)c(=O)[nH]c1=O	2%	17%	13	19%	7%	-2%	4%	i	2
CSCCC(NS(=O)(=O)c1ccc2c(c1)OCCO2)C(=O)NCCc1ccccn1 (stereo unspecified)	-4%	-1%	18	7%	-2%	0%	0%	i	0
O=C(/C=N/O)NCCCn1ccnc1	-12%	16%	5	-1%	9%	-7%	10%	i	2
COc1ccc(OC)c(NC(=O)CN(c2ccc(OC)c(Cl)c2)S(C)(=O)=O)c1	-2%	4%	5	9%	11%	-8%	15%	i	6
O=C(NCc1ccccc1)c1ccc(CN2CCOCC2)cc1	14%	-19%	7	8%	-4%	-1%	-1%	i	6
CCc1ccc(NC(=O)c2cc(C(C)C)on2)cc1	0%	0%	1	8%	4%	-3%	3%	i	8
CCOc1cc(C2C(C(=O)N3CCCCC3)=C(C)NC3=C2C(=O)CCC3)cc(Br)c1O (stereo unspecified)	-2%	-12%	9	4%	0%	0%	1%	i	13
CC(C)C1N=C2c3ccccc3N=C(SCc3cc(=O)n4ccccc4n3)N2C1=O (stereo unspecified)	-4%	20%	6	8%	-6%	3%	12%	i	4	Spn PMK inh pilot replicates=2.5;Spn MK inh pilot replicates=0.0;Spn DPM-DC inh pilot screen %=2.5
COc1ccc(C2CC(c3ccc(C)cc3)Nc3nc(N)nn32)cc1 (stereo unspecified)	5%	5%	0	11%	-4%	-1%	-1%	i	0
Cc1ccsc1C(C(=O)NC1CCCCC1)N(C(=O)Cc1cccs1)C1CC1 (stereo unspecified)	4%	2%	12	6%	-10%	-3%	5%	i	11	Spn PMK inh pilot replicates=3.0;Spn MK inh pilot replicates=0.0;Spn DPM-DC inh pilot screen %=3.0
COc1ccc(-c2noc(CN3CCC(Cc4ccccc4)CC3)n2)cc1	-2%	-4%	13	15%	-18%	0%	.	i	10	Spn PMK inh pilot replicates=0.5;Spn MK inh pilot replicates=0.0;Spn DPM-DC inh pilot screen %=2.5

Arranged by molecular weight (descending): nine of the compounds above.
SMILES	Bfl-1 displacement	HPDE-C7K KRASV12	Spn PMK inh	Alkaline phosphatase	HPDE-C7 cytotoxicity	HT1080 cytotoxicity	LYP inhibition	Spn DPM-DC inh	Spn MK inh	others
O=C(Nc1ccc(N2CCOCC2)cc1)C1CCCN(S(=O)(=O)c2cccc(C(F)(F)F)c2)C1 (stereo unspecified)	-2%	27%	18	15%	40%	-26%	11%	i	0
CCOc1cc(C2C(C(=O)N3CCCCC3)=C(C)NC3=C2C(=O)CCC3)cc(Br)c1O (stereo unspecified)	-2%	-12%	9	4%	0%	0%	1%	i	13
CCN(C(=O)CN1CCN(c2ccc(O)cc2)CC1)c1c(N)n(Cc2ccccc2)c(=O)[nH]c1=O	2%	17%	13	19%	7%	-2%	4%	i	2
COc1ccc(OC)c(NC(=O)CN(c2ccc(OC)c(Cl)c2)S(C)(=O)=O)c1	-2%	4%	5	9%	11%	-8%	15%	i	6
Cc1ccsc1C(C(=O)NC1CCCCC1)N(C(=O)Cc1cccs1)C1CC1 (stereo unspecified)	4%	2%	12	6%	-10%	-3%	5%	i	11	Spn PMK inh pilot replicates=3.0;Spn MK inh pilot replicates=0.0;Spn DPM-DC inh pilot screen %=3.0
NC(=O)c1ccsc1NC(=O)COC(=O)C1CCCN1C(=O)c1cccs1 (stereo unspecified)	2%	-19%	0	-3%	-11%	1%	-7%	i	0
COc1ccc(-c2noc(CN3CCC(Cc4ccccc4)CC3)n2)cc1	-2%	-4%	13	15%	-18%	0%	.	i	10	Spn PMK inh pilot replicates=0.5;Spn MK inh pilot replicates=0.0;Spn DPM-DC inh pilot screen %=2.5
O=C(NCc1ccccc1)c1ccc(CN2CCOCC2)cc1	14%	-19%	7	8%	-4%	-1%	-1%	i	6
CCc1ccc(NC(=O)c2cc(C(C)C)on2)cc1	0%	0%	1	8%	4%	-3%	3%	i	8

New compounds follow.
SMILES	Bfl-1 displacement	HPDE-C7K KRASV12	Spn PMK inh	Alkaline phosphatase	HPDE-C7 cytotoxicity	HT1080 cytotoxicity	LYP inhibition	Spn DPM-DC inh	Spn MK inh	others
COc1cccc(C(c2sc3ncnn3c2O)N2CCN(C(=O)c3ccco3)CC2)c1 (stereo unspecified)	0%	1%	9	17%	-13%	4%	-2%	i	5
CC1CCCCC1NC(=O)c1cncc(Br)c1 (stereo unspecified)	-2%	-7%	7	0%	-6%	4%	4%	i	0
CCc1ccccc1NC(=O)CSc1nc2n[nH]c(C)c2c(=N)n1-c1ccc(OC)cc1	11%	11%	13	-6%	-4%	-1%	.	i	0	Spn PMK inh pilot replicates=3.0;Spn MK inh pilot replicates=2.0;Spn DPM-DC inh pilot screen %=2.0
O=C(NCC1CCCO1)c1cc2c(s1)CS(=O)(=O)C2 (stereo unspecified)	-5%	-3%	9	5%	0%	0%	8%	i	0
Cn1c(Cn2nnc3ccccc32)nnc1SCC(=O)N1c2ccccc2Sc2ccccc21	-1%	0%	23	12%	-9%	-14%	-4%	i	11
CCOC(=O)c1nnn(-c2nonc2N)c1COc1cc(C)c(Cl)c(C)c1	2%	4%	11	2%	13%	2%	.	i	0
CCSc1nnc([C@H](C)NC(=O)OC(C)(C)C)o1	2%	-7%	11	22%	-4%	7%	.	i	4
O=C(c1ccc2snnc2c1)N1CCCC1	7%	-5%	0	14%	-8%	0%	-15%	i	2
CC(C)Cn1c(CNC(=O)c2ccccc2)nc2ccccc21	4%	-4%	15	4%	1%	8%	1%	i	5
c1ccc(Cn2c(SCc3nc4ccccc4s3)nnc2-c2ccco2)cc1	3%	8%	15	8%	9%	4%	7%	i	8
C#CCn1cc[n+](CC(=O)N(C)C)c1	-8%	-13%	10	8%	-9%	-14%	5%	i	9
CCOC(=O)c1cc(-c2ccc(/C=N\n3cnnc3)o2)ccc1Cl	-6%	-11%	8	4%	-22%	2%	3%	i	9
O=C(O)c1cccc(CN2C(=O)SC(Nc3ccccc3)C2=O)c1 (stereo unspecified)	-3%	7%	12	-1%	-3%	9%	1%	i	12	Spn PMK inh pilot replicates=0.0;Spn MK inh pilot replicates=0.0;Spn DPM-DC inh pilot screen %=0.0
CCCOc1ccc(C(=O)Nn2c(C)nc3ccccc3c2=O)cc1	3%	-4%	15	13%	4%	5%	-6%	i	0
COc1ccc(N2C(=O)C3CCCN3C2c2cccc(Br)c2)cc1 (stereo unspecified)	5%	-4%	7	5%	-8%	3%	2%	i	10
COc1ccc2[nH]c(C)c(CCN3C(=O)OC(C)(C)C3(C)O)c2c1 (stereo unspecified)	0%	13%	0	22%	2%	-2%	12%	i	4	Spn PMK inh pilot replicates=3.0;Spn MK inh pilot replicates=0.0;Spn DPM-DC inh pilot screen %=0.0
CCOc1ccc(C(=O)N2CCCCCC2)cc1	-6%	-39%	3	11%	-31%	-8%	14%	i	6
CC(NC(=O)Nc1ccccc1)C(c1cccs1)N1CCN(C)CC1 (stereo unspecified)	3%	-10%	0	6%	-5%	0%	0%	i	0
Cc1cc(C)n(C(=O)c2cc3ccccc3c(=O)o2)n1	-5%	4%	14	12%	-1%	-12%	-17%	i	5
CCC1Oc2ccc(C)cc2N(CC(=O)N(Cc2ccc3c(c2)OCO3)CC2CCCO2)C1=O (stereo unspecified)	-7%	13%	8	5%	15%	-6%	2%	i	1
O=C(c1ccc(CS(=O)(=O)c2ccc(Br)cc2)o1)N1CCN(c2ncccn2)CC1	3%	-3%	0	7%	-5%	-11%	8%	i	4
CCOC(=O)N1CCN(c2c(Nc3ccc4c(c3)OCCO4)c(=O)c2=O)CC1	-5%	-6%	9	5%	3%	-5%	-2%	i	12
CC(C)C(c1nnnn1C1CCCC1)N1CCCc2ccccc21 (stereo unspecified)	-2%	-20%	7	16%	-23%	-1%	3%	i	4	Spn PMK inh pilot replicates=0.0;Spn MK inh pilot replicates=1.0;Spn DPM-DC inh pilot screen %=2.5
COc1ccc(Nc2ncc3c(n2)CC(c2ccc(OC)cc2)CC3=O)cc1 (stereo unspecified)	2%	5%	4	7%	12%	-3%	10%	i	10	Spn PMK inh pilot replicates=2.0;Spn MK inh pilot replicates=0.0;Spn DPM-DC inh pilot screen %=13
O=C(O)CCN(CCC(=O)O)c1nnc(SCc2ccccc2)s1	-5%	2%	6	13%	-3%	12%	10%	i	0	Spn PMK inh pilot replicates=6.5;Spn MK inh pilot replicates=1.5;Spn DPM-DC inh pilot screen %=4.0
COc1ccc(N(C)C(=O)CCC(=O)Nc2ccc3nc(N4CCOCC4)cc(C)c3c2)c(OC)c1	-2%	10%	13	6%	1%	3%	.	.	4
CCOc1ccccc1N1C(=O)c2ccc(C(=O)Nc3cccnc3)cc2C1=O	3%	-5%	4	22%	-19%	-7%	2%	i	7	Spn PMK inh pilot replicates=2.0;Spn MK inh pilot replicates=0.0;Spn DPM-DC inh pilot screen %=1.5
CC(=O)c1c(C)[nH]c(C(=O)OC2CCOC2=O)c1C (stereo unspecified)	2%	-6%	5	10%	-7%	2%	12%	i	6
CCOC(=O)c1cccc(NC(=O)CSc2nnc(-c3ccncc3)n2CCCOC)c1	-10%	-21%	11	9%	-11%	10%	11%	i	1
CCn1c(C)c2c(C)nnc(C)c2c1C	-9%	-8%	0	9%	-18%	2%	5%	i	31
O=C(Oc1ccccc1)c1ccc(COC(=O)c2cnccn2)cc1	-2%	8%	0	10%	-2%	6%	10%	i	10
CC1(C)Cc2nc3n[nH]c(N)c3cc2CO1	1%	-6%	4	1%	-15%	0%	-8%	i	8
